# Assay outcomes deposited in PubChem BioAssay by National Center for Advancing Translational Sciences (NCATS).
# MBNL1-CUG inh: MBNL1-poly(CUG) RNA binding inhibition. TR-FRET MBNL1-His/biotin-(CUG)12 binding, 665/545 ratio. Potency, µM (titrated, usually from 57.5 µM), without a hit: at the highest dose activity change, negative = inhibition, actives largely listed as inhibitors. 280,000 tested, 0.036% active. Q9NR56; active = well fitted inhibition curve with a large enough effect in the signal ratio, with a control signal flat, not every such curve was filed as active; inconclusive = small, poorly fitted or top-dose-only effect, or effect the other way, or a change in a side signal; inactive = no such curve, though single readings can be large or run the other way; the % refers to the signal ratio; also: % is scaled to controls: 0 for no effect and ±100 for the full control effect
#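 MBNL1-His + Biotin-(CUG)12, cpd titration 92 nM–58 uM; Tb anti-His Ab 0.055 ng/ul, SA-XL665 5 nM (final); 60 min RT; ratiometric 665/545 nm, Ex 340 nm; normalized to buffer and full-complex controls.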
# uPA generation: cell surface uPA generation inhibition; 330,000 tested, 0.31% active; Potency, µM (titrated, usually from 38.3 µM), for the others: at the highest dose activity change, negative = inhibition, actives largely listed as inhibitors; cell surface uPA generation assay, qHTS; active = well fitted inhibition curve with a large enough effect; inconclusive = small, poorly fitted or top-dose-only effect; inactive = no such curve, though single readings can be large or run the other way; tested in mouse RAW 264.7 cells; also: % is scaled to controls: 0 for no effect and ±100 for the full control effect; nearly all actives have a fitted effect of over 55% in size
# FLuc counter: firefly luciferase modulation, counter-screen for miR-21 project. 360,000 tested, 6.9% active. P08659. Potency, µM (top dose mostly 57.5 µM), for inactives: at the top dose activity change, negative = inhibition, actives largely listed as inhibitors. purified FLuc, Km substrates, luminescence inhibition. AID 588342;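 also: plate controls were vehicle for no effect and reference inhibitor for full effect; nearly all actives have a fitted effect of over 55% in size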
# Target sequence (P08659 whole entry, looked up): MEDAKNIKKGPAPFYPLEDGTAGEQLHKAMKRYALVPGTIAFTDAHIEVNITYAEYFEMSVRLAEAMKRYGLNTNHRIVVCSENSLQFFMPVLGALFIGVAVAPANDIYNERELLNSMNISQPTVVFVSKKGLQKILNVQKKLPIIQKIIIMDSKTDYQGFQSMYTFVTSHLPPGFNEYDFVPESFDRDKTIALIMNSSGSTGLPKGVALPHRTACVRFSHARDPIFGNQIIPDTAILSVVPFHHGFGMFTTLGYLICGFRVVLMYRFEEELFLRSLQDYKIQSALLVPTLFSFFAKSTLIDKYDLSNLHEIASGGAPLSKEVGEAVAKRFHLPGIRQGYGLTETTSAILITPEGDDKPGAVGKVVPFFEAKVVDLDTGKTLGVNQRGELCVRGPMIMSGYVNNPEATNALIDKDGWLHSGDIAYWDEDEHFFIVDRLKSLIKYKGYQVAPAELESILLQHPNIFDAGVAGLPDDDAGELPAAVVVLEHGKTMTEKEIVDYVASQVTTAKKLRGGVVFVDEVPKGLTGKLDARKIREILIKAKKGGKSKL
#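 Purified P. pyralis luciferase (10nM final) with 10uM D-luciferin and 10uM ATP (Km levels) in 50mM Tris acetate pH 7.5, 10mM Mg acetate, 0.01% Tween-20, 0.05% BSA; qHTS 6-point titration, ~60 µM downward; luminescence read.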
# Gal4-VP16 FLuc: Gal4-VP16 reporter inhibition counter-screen | AID 2546 | Potency, µM (highest dose often 53.6 µM), without a hit: top-dose activity, negative = inhibition, actives largely listed as inhibitors | Drosophila S2 Gal4-VP16 UAS-luciferase, luminescence, 20 h | 310,000 tested, 3.5% active;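 also: Gal4-VP16 expression switched on by copper sulfate through the metallothionein promoter; % is scaled to controls: 0 for no effect and ±100 for the full control effect; nearly all actives have a fitted effect of over 50% in size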
# BRCA1 expr act: increases BRCA1 expression; MCF7-BRCA1-FFLuc reporter, luminescence, 48 h; response scale: scaled: vehicle 0%, 10 µM genistein 100%; Potency, µM (top dose mostly 46.1 µM), for inactives: top-dose activation, usual class: activators; 380,000 tested, 1.1% active; AID 624202; also: nearly all actives have a fitted effect of over 80% in size; some results filed as inactive show a strong effect at the top dose
#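 Reporter cells (MCF7, BRCA1 promoter-firefly luciferase) received library compounds across a concentration series for 48 h. End-point luminescence was measured and concentration-effect curves derived after normalization.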
# RORg inh: blocks mouse ROR gamma transcriptional activity; Drosophila S2 Gal4-RORgamma UAS-luciferase reporter, 20 h; P51450; 310,000 tested, 5.4% active; Potency, µM (highest dose often 53.6 µM), without a hit: top-dose activity change, negative = inhibition, most hits filed as inhibitors; also: % is scaled to controls: 0 for no effect and ±100 for the full control effect; nearly all actives have a fitted effect of over 60% in size
# Target sequence (P51450 whole entry, looked up, the tested form may be a part): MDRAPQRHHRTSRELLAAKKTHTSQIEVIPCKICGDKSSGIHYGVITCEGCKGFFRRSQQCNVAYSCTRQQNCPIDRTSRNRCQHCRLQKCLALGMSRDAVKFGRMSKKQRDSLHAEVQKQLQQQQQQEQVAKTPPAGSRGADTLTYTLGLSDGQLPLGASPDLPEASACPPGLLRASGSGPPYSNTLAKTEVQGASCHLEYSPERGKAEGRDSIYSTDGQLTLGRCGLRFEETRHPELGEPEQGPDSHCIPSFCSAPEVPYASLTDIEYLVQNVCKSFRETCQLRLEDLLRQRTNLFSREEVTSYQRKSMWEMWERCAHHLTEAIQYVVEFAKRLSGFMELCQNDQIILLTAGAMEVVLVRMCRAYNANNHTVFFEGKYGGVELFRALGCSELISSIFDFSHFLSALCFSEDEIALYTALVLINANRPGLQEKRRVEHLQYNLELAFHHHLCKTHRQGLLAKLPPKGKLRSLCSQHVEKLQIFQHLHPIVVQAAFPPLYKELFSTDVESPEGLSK
#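 Read-out: Photinus luciferase luminescence; inhibitors lower reporter signal. Insect Schneider cells with Gal4-ROR gamma fusion under metallothionein promoter, UAS reporter; 700 uM final copper sulfate induction, 20 hr, ambient temperature.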
# p53 reactivator: mutant p53 re-activation in reporter cells | H1299 p53-A138V BP100-luciferase reporter, luminescence, 24 h | Potency, µM (highest dose often 92.2 µM), without a hit: top-dose activity change, positive = activation, most hits filed as activators | 320,000 tested, 0.063% active | AID 504706; also: % of control where 0% means no effect; nearly all actives have a fitted effect of over 45% in size
#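 H1299 (p53-null), stable ts p53-A138V + BP100-Luc; 1000 cells/well, Opti-MEM/10% FBS; cpd 4 pt, 1:5; 24 h, 37 deg C, 5% CO2; detection reagent 10 min RT; luminescence.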
# NPC1 promoter act: NPC1 promoter activation | Huh7 NPC1 promoter luciferase reporter, 24 h | Potency, µM (series often up to 9.22 µM), without a hit: top-dose activation, most hits filed as activators | 320,000 tested, 2.4% active | AID 485313;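 also: % of control where 0% means no effect; nearly all actives have a fitted effect of over 60% in size; reporter is driven by a mutant NPC1 promoter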
#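 Quantitative HTS used a cell-based reporter: Huh7 cells stably bearing the NPC1 promoter upstream of luciferase were treated with compounds for 24 h, and promoter activation was read as luminescence.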
# ELG1 genotox: inducers of genotoxicity in HEK293T ELG1-luciferase cells; HEK293T ELG1-luciferase reporter, luminescence, 16 h; Potency, µM (top dose mostly 46 µM), for the others: top-dose activity change, positive = activation, actives largely listed as activators; 330,000 tested, 1.3% active; AID 504466; also: % of control where 0% means no effect; nearly all actives have a fitted effect of over 60% in size
#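 Luminescence read-out: rising ELG1-luciferase signal, reflecting elevated ELG1 protein under genetic stress, flags genotoxic compounds. Cells were treated for 16 hr at 37 °C before ONE-Glo detection.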
# Rab9 promoter act: Rab9 promoter activation; Huh7 Rab9 promoter-luciferase reporter, luminescence, 24 h; Potency, µM (series often up to 9.22 µM), for inactives: top-dose activation, negative = inhibition, hits mostly activators; 320,000 tested, 2.8% active; also: % of control where 0% means no effect; nearly all actives have a fitted effect of over 60% in size
#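 Rab9 promoter-driven luciferase in stably transfected Huh7 cells; 1500 cells/well rested 2 h, exposed to compound in DMSO for 24 h at 37 °C, 5% CO2. Luminescence read 10 min after adding luciferase reagent at ambient temperature.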
# * = called active by the depositor; ? = inconclusive; · = no result given; & = joins results of further samples; [ ] = remark or other dose. Unless noted, calls follow the shape of the dose curve; as a rule, active = well fitted curve in the direction sought with a large enough effect; inconclusive = small, poorly fitted or top-dose-only effect, or another doubt; inactive = no such curve, though single readings can be large; an effect the other way counts as inactive or inconclusive. Potency is read from the fitted curve at half-maximal effect.
SMILES,MBNL1-CUG inh,uPA generation,FLuc counter,Gal4-VP16 FLuc,BRCA1 expr act,RORg inh,p53 reactivator,NPC1 promoter act,ELG1 genotox,Rab9 promoter act
CCOc1cc(/C=C/C(=O)O)ccc1OCCO,-2%,-4%,-4%,6%,-1%,0%,0%,1%,2%,-5%
Cc1nc2c(nnn2Cc2ccccc2Cl)c(=O)[nH]1,-9%,-16%,-1%,-7%,-7%,-22%,·,-5%,2%,0%
Cc1ccc(S(=O)(=O)N2CCN(C(=O)CCC(=O)Nc3ccc(F)cc3F)CC2)cc1,·,-3%,·,·,-23%,·,2%,·,-1%,·
Cc1cccnc1CN1CCN(C(=O)c2cc(COc3ccc4ncccc4c3)on2)CC1,6%,-7%,4%,?,-55%,?,-1%,-22%,-10%,-23%
CCc1nnc(NC(=O)c2csc3c2CCC(C)C3)s1 (stereo not given),-18%,·,-8%,13%,·,-3%,3%,?,?,2µM*
COc1ccc(CCC(C)NCCc2ccc(Cl)cc2Cl)cc1 (stereo not given),-4%,5%,0%,-11%,-80%,-30%,-75%[inhibitor],0%,1%,2%
COc1ccc(S(=O)(=O)NC(C)C(=O)NCCN2CCOCC2)cc1Cl (stereo not given),0%,0%,2%,-4%,30%,-30%,5%,0%,2%,0%
CCc1cc2c(=O)[nH]cnc2s1,15%,-3%,-2%,-7%,-3%,4%,-1%,1%,0%,-3%
CCOC(=O)[C@@H]1[C@H]2COc3ccccc3[C@@H]2N2C(=O)N(c3ccc(C)cc3)C(=O)[C@@]12C,·,-20%,·,·,13%,·,-2%,·,4%,·
CN(C)C(=O)CSc1nnc([C@H](Cc2c[nH]c3ccccc23)NC(=O)OC(C)(C)C)o1,-4%,7%,4%,8%,24%,38%,-5%,1%,3%,0%
Clc1ccc2nc(CN3CCCCC3)cn2c1,-7%,1%,-1%,-2%,-4%,3%,1%,0%,3%,3%
O=C(O)Cc1sc(-c2ccc(Cl)cc2)nc1-c1ccccc1,36%[activator],-2%,17µM*,-15%&-11%,-17%,32%&31%,-2%,4%,1%,-1%
Cc1ccc(CNC(=O)C2CCCN(S(=O)(=O)c3c(C)[nH]c(=O)[nH]c3=O)C2)cc1 (stereo not given),-3%[11.5 µM],-4%,-2%,5%,-1%,6%,-9%,0%,2%,1%
Cc1ccc(-c2cc(-c3ccc(C)o3)nc(N)c2C#N)cc1,?,0%,?,?,-21%,?,-2%,-8%,-3%,2%
C[C@@]12C(=O)Nc3ccccc3C(=O)N1[C@H]1c3cc(Cl)ccc3OC[C@@H]1[C@@H]2c1ccccc1,·,?,·,·,-41%,·,4%,·,-4%,·
COc1cc(CN(CC2CCCO2)C(=O)c2cccs2)cc(OC)c1OC (stereo not given),1%,-3%,3%,1%,3%,3%,-12%,-1%,-1%,-3%
CCN(CC)Cc1cc(C(=O)O)c(-c2ccccc2)o1,-10%,-23%,2%,-12%,-3%,-9%,7%,-1%,0%,-3%
COc1cc(-c2nc3ccc(C)cn3c2Nc2ccc3c(c2)OCCO3)ccc1O,60%[activator],-16%,21µM*,0%,-16%,-22%,-5%,1%,4%,0%
COc1ccccc1NC(=O)NC1(C(=O)NCC2CCCO2)CCCCC1 (stereo not given),-5%,4%,1%,2%,-8%,6%,-1%,-8%,0%,-1%
CS(=O)(=O)Nc1ccc2c(c1)ncn2CCc1ccccc1,-4%,4%,0%,-5%,3%,-1%,1%,2%,4%,-3%[1.84 µM]
O=C(Nc1c(-c2ccccc2)nc2ccccn12)c1ccco1,-7%,1%,-4%,-4%,1%,11%,-3%,2%,5%,-4%
CC(=O)c1ccc(N2CCN(CC(=O)Nc3cc(C)on3)CC2)cc1,-1%,2%,2%,-3%,7%,30%,2%,-1%,2%,17%
O=C(O)c1ccn2c(C(=O)c3ccc(Cl)cc3)c(-c3ccccc3)cc2c1,21%,10%,4%,-6%,13%,24%,-4%,0%,-2%,4%
N#Cc1cccc(CN2C=NS(=O)(=O)c3ccccc32)c1,0%,4%,5%,-3%,-2%,-25%,-2%,3%,0%,-2%
CC(=O)NC1CC2CCCC(C1)N2S(=O)(=O)c1ccccc1 (stereo not given),-2%,0%,2%,-7%,9%,4%,5%,-2%,-4%,-1%
CCCC[C@@H]1C[C@H]1[C@@H](NC(=O)c1ccco1)c1ccc(Cl)cc1,?,2%,0%,0%,-26%,?,4%,-1%,-5%,-3%
CC(=O)C1=C(C)OC(N)=C(C#N)C1c1ccncc1 (stereo not given),0%,-14%,-1%,18µM*,0%,?,?,1%,-2%,0%
Cc1csc2ncnc(NC3CCN(Cc4ccccc4)CC3)c12,2%,-6%,2%,2.8µM*,-48%,2.5µM*,-5%,-27%,-3%,-39%[inhibitor]
CN1/C(=C/C(=S)NC(=O)C2(C)CC2(Cl)Cl)C(C)(C)c2ccccc21 (stereo not given),17%,-4%,0%,?,-9%,4.5µM*,1%,-2%,-8%,-3%
CC(C)[C@H](NC(=O)[C@@H]1CSC2c3ccccc3C(=O)N21)C(=O)NC1CCCCC1 (stereo not given in full),0%,5%,3%,3%,-28%,20%,0%,10%,-6%,18%
CC(NC(=O)c1ccc(F)cc1)C(=O)NC1=NCCS1 (stereo not given),-20%,2%,-1%,-9%,-15%,-23%,0%,-1%,2%,-3%
COc1ccc(NS(=O)(=O)c2ccc(-c3cnc(C4CC4)o3)cc2)cc1OC,1%,?,0%,7.1µM*,-41%,?,-4%,-35%[inhibitor],-4%,-40%[inhibitor]
Cc1cccc(C)c1NC(=O)CNC(=O)C1CC(=O)N(Cc2ccccc2)C1 (stereo not given),·,2%,-2%,·,-3%,·,3%,1%,0%,0%
CCC1CCc2c(sc(NC(C)=O)c2C#N)C1 (stereo not given),·,2%,?,-4%,54%,13%,8%,0%,9%,-4%
CCN(CC)CCNC(=O)/C(=N\O)c1ccccn1,-4%,4%,1%,0%,-3%,3%,3%,0%,1%,1%
CC1CC=C2C(C#N)=C(N)C(C#N)(C#N)C(c3cccs3)C2C1 (stereo not given),24%,-2%,-2%,2%,-29%,-41%,12%,2%,-3%,1%
COC(=O)[C@H](C)NC(=O)Nc1ccccc1F,0%,·,-1%,0%,3%,-9%,10%,-5%,2%,3%
Clc1ccc2c(N3CCCC3)ccnc2c1,-2%,-3%,3%,·,6%,-16%[0.365 µM],-24%,-2%,5%,-4%
CCC(=O)NC(Nc1ncc(C)s1)(C(=O)OC)C(F)(F)F (stereo not given),-2%,3%,12%,2%,3%,-8%,-2%,-4%,-8%,1%
Cc1c(NCc2cc(Cl)cc(Cl)c2O)c(=O)n(-c2ccccc2)n1C,5%,·,0%,5%,-15%,?,0%,0%,-5%,2%
C/C(CC(=O)NCc1ccco1)=N\NC(=O)Cc1ccc(-c2ccccc2)cc1,?,-5%,0%,-15%,-10%,-1%,-9%,1%,-2%,-1%
COCCNC(=S)N/N=C/c1ccccc1C(=O)O,7%,2%,2%,0%,-10%,12%,-2%,-1%,-7%,2%
COc1ccc(/C(N)=N/OC(=O)COc2ccccc2Cl)cc1,-7%[11.5 µM],-1%,21µM*,9%,?,-18%,?,7%,?,11%
CC(=O)c1ccccc1NC(=O)c1cc(S(=O)(=O)N2CCOCC2)ccc1N1CCCC1,·,21%,3%,·,-10%,·,3%,-11%,1%,-1%
COc1cccc(C(=O)N=c2sc3cc(S(C)(=O)=O)ccc3n2C)c1,5%,-2%,-14%,?,6.3µM*,31%,6%,?,?,3.5µM*
CC(=O)c1cc(Cc2csc(C(C)=O)c2)cs1,-1%,-5%,4%,2%,31%,?,5%,-3%,5%,5%
Cc1ccc(N(Cc2cc(=O)[nH]c3ccccc23)C(=O)CCl)c(C)c1,1%,-4%,-3%,-12%,-94%,?,-13%,-5%,-31%[inhibitor],-5%
CCN(CC)c1ccc(S(=O)(=O)N2CCOCC2)cc1NC(=O)CN1C(=O)NC2(CCCC2)C1=O,-4%,-4%,4%,3%,-5%,-6%,19%,-3%,-1%,-2%
COc1cc(NS(=O)(=O)c2ccc(C)cc2)c2ncccc2c1,-9%,-10%,9%,0.79µM*,-91%,1µM*,-3%,-11%,?,-1%
O=C(Nc1ccc2c(c1)nc1n2CCOC1)C1CCCCC1,12%,-1%,?,-9%,?,-1%,?,?,?,?
COc1ccc(C(Nc2ccc(S(=O)(=O)N3CCOCC3)cc2)C(=O)NCCC(C)C)cc1OC (stereo not given),-6%,-1%,0%,1%,-24%,-15%,-5%,-4%,4%,-1%
COC(=O)c1cc(=O)nc2sc(-c3cccs3)nn12,17%,·,4%,4%,-28%,9%,-1%,0%,-8%,-4%
O=C(CSc1nnc(CNC(=O)c2c(F)cccc2Cl)o1)Nc1ccc2c(c1)OCO2,·,-5%,-12%,-5%,10%,0%,-1%,0%,-1%,-4%
